Xi reactivation: activators of inactive X chromosome reactivation, primary screen, imaging, XiGFP fibroblasts, GFP high-content imaging, set 2; XiGFP mouse fibroblasts, % GFP-positive cells imaging, 3 d; cells co-treated with 5-aza-dC sensitizer; scaled so ellipticine positive control = 100%; activation, % at 7.58 µM; 360,000 compounds, 0.055% hits; AID 743238, 2013;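 active = mean normalized replicate activation at least 10% and every replicate at or above 10%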;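 note: 0% = median of on-plate neutral control wells and 100% = ellipticine 6 µM median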
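Schedule: 3 d treatment, 15 min room-temperature fixation; system: 68-5-11 XiGFP fibroblast line; buffer or medium: DMEM plus 5-aza-dC sensitizer; control set: ellipticine 6 µM positive control; compound: one concentration, pinned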
Cneo AK release: Cryptococcus neoformans cell lysis inducers, primary screen, AK release luminescence, single concentration | C. neoformans lysis, adenylate kinase release luminescence, 4 h; normalised: neutral wells 0, clomiphene wells 100 | lysis activity, % at 15 µM | 360,000 compounds, 0.2% hits | AID 651654, 2012;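 active = mean lysis activity across replicates of at least 80%, whatever share of replicates individually reach that level; inactive = mean lysis activity below 80%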
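Material – log-phase Cryptococcus neoformans yeast cells · Input – 5 × 10^6 yeast cells/mL · Medium – fresh YPD growth medium · Doses – single compound concentration per well · Timing – static 4 h at 37 °C with compound, 1 h detection · Detection – adenylate kinase release luminescence · Read-out – signal increase indicating cell lysis · Control set – Clomiphene as positive lysis control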
PGC1a acetyl inh: inhibitors of PGC1a acetylation signal, primary screen, cell-based, U2OS, AlphaScreen, inhibitor mode | AlphaScreen anti-acetyl-lysine; with virally co-expressed GCN5 acetyltransferase | inhibition, % at 15.6 µM | 350,000 compounds, 0.17% hits;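 active = every replicate shows inhibition of at least 40%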;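 note: 0% = neutral control wells and 100% = positive control wells; some results beyond the cut were filed as inactive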
LGR2 antag: inhibitors of bursicon-induced LGR2 CRE-luciferase signal, primary screen, cell-based, HEK293, CRE-luciferase reporter, bursicon stimulation; bursicon-stimulated, 4 h; inhibition, % at 9.99 µM; 380,000 compounds, 0.35% hits; AID 720647, 2013;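 active = drop in luminescence signal, shown as inhibition above about 50% in the replicate tests, limit read from the data, passing the limit was not always enough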;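 note: agonist challenge used bursicon conditioned medium at about half maximal strength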
ERAP1 HTS inh: human ERAP1 aminopeptidase inhibitors, primary screen, biochemical, single point, plate reader | Endoplasmic reticulum aminopeptidase 1 (Homo sapiens), Q9NZ08 | recombinant ERAP1, Leu-AMC fluorescence, 60 min | inhibition, % at 10.7 µM | 340,000 compounds, 0.15% hits;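 active = mean replicate inhibition of at least 30%, or all replicates individually reaching that 30% level; inactive = mean below 30% and not every replicate reaching it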;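 note: 0% = neutral control wells and 100% = L-leucinethiol positive control wells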
Target sequence (Q9NZ08 whole entry, looked up): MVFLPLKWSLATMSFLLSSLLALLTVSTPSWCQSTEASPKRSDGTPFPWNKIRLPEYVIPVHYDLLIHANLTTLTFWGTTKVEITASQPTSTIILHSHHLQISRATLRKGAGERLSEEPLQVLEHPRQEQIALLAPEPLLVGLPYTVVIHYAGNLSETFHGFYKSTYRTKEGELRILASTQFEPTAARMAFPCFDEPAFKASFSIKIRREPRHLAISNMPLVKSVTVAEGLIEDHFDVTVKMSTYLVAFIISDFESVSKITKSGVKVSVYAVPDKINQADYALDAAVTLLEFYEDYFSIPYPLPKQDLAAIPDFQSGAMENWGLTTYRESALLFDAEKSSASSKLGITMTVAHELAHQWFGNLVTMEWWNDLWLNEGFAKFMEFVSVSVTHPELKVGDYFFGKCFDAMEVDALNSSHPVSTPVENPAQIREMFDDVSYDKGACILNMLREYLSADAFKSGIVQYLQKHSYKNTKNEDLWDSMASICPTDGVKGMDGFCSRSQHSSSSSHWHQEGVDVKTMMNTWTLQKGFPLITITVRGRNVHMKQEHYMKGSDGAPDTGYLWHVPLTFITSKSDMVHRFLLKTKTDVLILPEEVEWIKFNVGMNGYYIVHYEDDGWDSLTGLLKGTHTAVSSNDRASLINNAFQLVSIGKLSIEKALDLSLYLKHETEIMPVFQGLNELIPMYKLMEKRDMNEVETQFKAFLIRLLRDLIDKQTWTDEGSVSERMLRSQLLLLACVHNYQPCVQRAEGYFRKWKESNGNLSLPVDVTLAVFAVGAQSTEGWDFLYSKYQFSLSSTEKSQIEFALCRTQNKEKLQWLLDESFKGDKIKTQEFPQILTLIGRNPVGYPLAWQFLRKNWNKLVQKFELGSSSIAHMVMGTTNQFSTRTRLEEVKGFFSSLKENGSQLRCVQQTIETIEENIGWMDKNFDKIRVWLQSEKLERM
S100A4 MyoIIA: inhibitors of S100A4-myosin IIA peptide binding, primary screen, biochemical, fluorescence polarization, TAMRA-MyoIIA peptide | Protein S100-A4 (Homo sapiens), P26447 | inhibition, % at 10.7 µM | 360,000 compounds, 0.14% hits | AID 652163, 2013;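 active = mean inhibition of at least 70% across replicates, with every replicate also reaching that level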
Target sequence (P26447 whole entry, looked up): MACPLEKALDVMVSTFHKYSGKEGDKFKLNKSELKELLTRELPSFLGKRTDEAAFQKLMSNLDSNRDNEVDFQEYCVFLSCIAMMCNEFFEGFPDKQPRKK
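incubation = readout 5 min after mixing, signal stable up to 60 min | system = S100A4 monomer protein | buffer or medium = HEPES pH 7.2 with CaCl2, KCl, NaCl, DTT, Triton | benchmarks = neutral control DMSO, positive control TFP | also added = fluorescent myosin IIA peptide, 5 nM | compound dosing = one concentration per compound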
Statin myotox sup: suppressors of statin myotoxicity in C2C12 myotubes, primary screen, cell-based, single point, plate reader; C2C12 myotubes + simvastatin, ATP luminescence, 48 h; scaled: DMSO 0, geranylgeraniol control 100; 330,000 compounds, 0.78% hits; rescue of ATP level, % at 7.49 µM; AID 602340, 2012;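 active = mean ATP rescue above about 67%, or every replicate alone reaching that limit, limit read from the data, passing the limit was not always enough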;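 note: myotubes were challenged with 10 µM simvastatin during compound exposure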
SIRT5 block: SIRT5 desuccinylase inhibitors, primary screen, biochemical, fluorescence imaging, single point, set 5; Purified SirT5, succinyl-peptide AMC, trypsin-coupled fluorescence; inhibition, % at 15 µM; 330,000 compounds, 1.1% hits; in the data active = inhibition above about 15%
Numbers without * were called inactive; · = not tested or not shown.

SMILES	Xi reactivation	Cneo AK release	PGC1a acetyl inh	LGR2 antag	ERAP1 HTS inh	S100A4 MyoIIA	Statin myotox sup	SIRT5 block
Cc1cccc(NC(=O)c2ccc3nsnc3c2)c1C	0.0	·	-3	1	1	7	13	-1
COc1ccc(NC(=O)Nc2ccc3c(c2)C(=O)N(C)C[C@@H](OC)[C@H](C)CN[C@@H](C)CO3)cc1	0.4	-2	2	-1	·	·	9	·
COc1ccc(N2CC(NC(=O)N3CCN(c4ccccc4)CC3)CC2=O)cc1 (stereo unspecified)	-0.1	·	1	6	0	1	-1	4
O=C(Cn1cnc2c(nnn2Cc2ccccc2)c1=O)N1CCCc2ccccc21	0.6	0	5	12	1	1	-2	2
O=C(C[C@H]1CC[C@@H](NC(=O)c2ccncc2)[C@H](CO)O1)Nc1ccccc1	-0.1	1	-2	-7	2	6	2	0
COc1ccc(-n2nc(C(=O)Nc3cc(OC)c(OC)c(OC)c3)c3ccccc3c2=O)c(OC)c1	0.0	·	·	-20	-2	-7	·	-6
Cc1ccc(/C=C2\SC(=S)N(CC(=O)Nc3cccnc3)C2=O)cc1	0.0	·	4	-5	-1	2	·	-1
O=C(Nc1cc(Br)ccc1O)C1CC(c2c(F)cccc2Cl)=NO1 (stereo unspecified)	-0.1	-4	0	-7	0	-5	1	9
CC(C)CCn1c(COc2ccccc2)n[nH]c1=S	0.4	0	·	7	-4	2	18	-5
COc1cc(C(=O)N(C)CCOc2ccc(C)cc2)ccc1OC1CCN(C(C)=O)CC1	0.0	-2	12	·	-2	-1	6	0
COc1cc(C(=O)N/N=C(\c2ccccc2)c2ccccn2)cc(OC)c1OC	1.5	·	·	43	0	0	·	-4
C[C@@H]1COc2cc(N3CCOCC3)ccc2S(=O)(=O)N1	-0.1	·	·	-23	3	-7	·	-2
CC12CN3CCN(CC(C3)/C1=N\N=C1/C3CN4CCN(C3)CC1(C)C4)C2	0.0	-1	-3	7	13	-3	-3	-2
COCCNC(=O)C(c1ccc(O)cc1)N(C(=O)CCC(=O)Nc1nccs1)c1cccc(C)c1 (stereo unspecified)	0.0	·	-14	0	1	-17	·	-5
CCOc1ccc(C(=O)NCC(c2cccs2)N2CCOCC2)cc1 (stereo unspecified)	0.3	3	-2	-7	-1	-1	2	1
CN(C)CCCCOc1ccc(F)cc1	0.1	·	·	·	2	-1	·	-1
COc1ccc([C@H]2CC(=O)C=C(c3cccc(OC)c3)C2)cc1	0.1	0	3	-1	2	0	8	·
O=C(C[C@H]1CC[C@@H](NC(=O)Cc2ccccn2)[C@H](CO)O1)NCCCN1CCOCC1	-0.4	3	-3	-18	-3	-20	5	1
CSc1ccc(C(=O)C2CCCN(C(=O)CCc3cnn(C)c3)C2)cc1 (stereo unspecified)	0.3	-2	·	-15	2	-5	4	-5
C[C@@H]1CN([C@@H](C)CO)S(=O)(=O)c2ccc(C#CC3CC3)cc2O[C@H]1CN(C)CC1CCCC1	-0.5	20	8	0	0	15	-84	·

Part of the list above in order of molecular weight, largest number first.
SMILES	Xi reactivation	Cneo AK release	PGC1a acetyl inh	LGR2 antag	ERAP1 HTS inh	S100A4 MyoIIA	Statin myotox sup	SIRT5 block
COCCNC(=O)C(c1ccc(O)cc1)N(C(=O)CCC(=O)Nc1nccs1)c1cccc(C)c1 (stereo unspecified)	0.0	·	-14	0	1	-17	·	-5
O=C(Nc1cc(Br)ccc1O)C1CC(c2c(F)cccc2Cl)=NO1 (stereo unspecified)	-0.1	-4	0	-7	0	-5	1	9
O=C(Cn1cnc2c(nnn2Cc2ccccc2)c1=O)N1CCCc2ccccc21	0.6	0	5	12	1	1	-2	2

Structures shown so far containing fluorine, in the order listed:
SMILES	Xi reactivation	Cneo AK release	PGC1a acetyl inh	LGR2 antag	ERAP1 HTS inh	S100A4 MyoIIA	Statin myotox sup	SIRT5 block
O=C(Nc1cc(Br)ccc1O)C1CC(c2c(F)cccc2Cl)=NO1 (stereo unspecified)	-0.1	-4	0	-7	0	-5	1	9
CN(C)CCCCOc1ccc(F)cc1	0.1	·	·	·	2	-1	·	-1

6 compounds drawn at random from the list so far, as already listed:
SMILES	Xi reactivation	Cneo AK release	PGC1a acetyl inh	LGR2 antag	ERAP1 HTS inh	S100A4 MyoIIA	Statin myotox sup	SIRT5 block
COc1ccc([C@H]2CC(=O)C=C(c3cccc(OC)c3)C2)cc1	0.1	0	3	-1	2	0	8	·
COc1cc(C(=O)N/N=C(\c2ccccc2)c2ccccn2)cc(OC)c1OC	1.5	·	·	43	0	0	·	-4
COc1ccc(-n2nc(C(=O)Nc3cc(OC)c(OC)c(OC)c3)c3ccccc3c2=O)c(OC)c1	0.0	·	·	-20	-2	-7	·	-6
COc1cc(C(=O)N(C)CCOc2ccc(C)cc2)ccc1OC1CCN(C(C)=O)CC1	0.0	-2	12	·	-2	-1	6	0
O=C(C[C@H]1CC[C@@H](NC(=O)Cc2ccccn2)[C@H](CO)O1)NCCCN1CCOCC1	-0.4	3	-3	-18	-3	-20	5	1
CN(C)CCCCOc1ccc(F)cc1	0.1	·	·	·	2	-1	·	-1

(continued)
SMILES	Xi reactivation	Cneo AK release	PGC1a acetyl inh	LGR2 antag	ERAP1 HTS inh	S100A4 MyoIIA	Statin myotox sup	SIRT5 block
COc1ccc(OC)c(NC(=O)COC(=O)CCCN=C2NS(=O)(=O)c3ccccc32)c1	0.1	5	0	-1	-2	-1	-4	-2
COc1ccc(C2CC(=O)c3c(ccc4ccccc34)N2)cc1OC (stereo unspecified)	·	2	4	18	·	·	37	·
Cc1ccc(-c2ccc3c(c2)O[C@@H](CN(C)Cc2ccncc2)[C@@H](C)CN([C@H](C)CO)S3(=O)=O)cc1	-0.1	1	-3	-2	-3	0	-24	2
O=C(C[C@H]1C[C@H]2c3cc(NC(=O)Nc4ccccc4)ccc3O[C@H]2[C@@H](CO)O1)NCCN1CCCCC1	0.1	4	2	0	0	-3	-2	-1
O=C(Cn1cnnn1)NC1CCCN(Cc2ccccc2F)C1 (stereo unspecified)	0.0	-1	1	7	-4	-3	-5	1
COC(=O)c1ccc(-n2c(C)cc(/C=N/n3cnnc3)c2C)cc1	·	4	0	9	·	·	-6	·
COc1cc(/C=C/C(=O)OCc2cn3cc(Cl)ccc3n2)ccc1O	0.0	·	5	13	0	1	-16	3
COc1ccc(/C=N/c2oc(-c3ccccc3)cc2C#N)cc1OC	·	-1	-4	-9	·	·	17	·
C[C@H](CO)N1C[C@H](C)[C@@H](CN(C)S(=O)(=O)c2ccc(Cl)cc2)OCCCC[C@H](C)Oc2ccc(NS(=O)(=O)c3cn(C)cn3)cc2C1=O	0.2	0	7	-6	0	-4	·	2
C[C@@H]1CN([C@H](C)CO)C(=O)Cc2cc(NC(=O)CCN3CCOCC3)ccc2O[C@H]1CN(C)Cc1ccc(-c2ccccc2)cc1	0.1	·	16	-1	2	-6	6	2
C[C@H](O)C#Cc1ccc([C@H]2[C@@H](CO)N3CCCCN(S(=O)(=O)c4ccccc4)C[C@@H]23)cc1	0.2	0	-1	4	-4	4	·	-4
Cc1ccc2cc(C3C(C#N)=C(N)Oc4c3ccc3cccnc43)c(=O)[nH]c2c1 (stereo unspecified)	·	-1	39	19	3	-1	·	-4
O=c1[nH]c(C2CCN(S(=O)(=O)c3ccccc3)CC2)nc2c1nnn2Cc1cccc(Cl)c1	0.2	·	·	15	-1	-3	7	-1
O=C(CSc1ncnc2nc[nH]c12)N1CCOCC1	·	1	2	8	·	·	13	·
CC1(C(=O)Nc2ccc3c(c2)OCCO3)CN(S(C)(=O)=O)CC(=O)N1CCc1ccccc1F (stereo unspecified)	-0.1	·	·	4	-3	4	·	-7
Cc1cc(C)c(S(=O)(=O)c2ccc(F)cc2C)c(=O)[nH]1	0.0	1	2	-11	-1	0	10	-1
COc1cccc(-c2ccc([C@@H]3[C@@H](CO)N4CCCCN(S(=O)(=O)c5cn(C)cn5)C[C@@H]34)cc2)c1	0.0	2	2	-2	1	4	2	-2
Cc1ccc(S(=O)(=O)N(C)C[C@@H]2Oc3ccc(NC(=O)Nc4ccccc4)cc3C(=O)N([C@@H](C)CO)C[C@H]2C)cc1	-0.5	6	2	5	0	-14	-28	11
C[n+]1ccc(C(=O)NCCC[N+](C)(C)C)cc1/C=N/O	-0.1	·	-11	10	-5	12	·	-1
COc1ccc(CCNC(=O)CCS(=O)(=O)c2ccc3c(c2)oc(=O)n3C)cc1OC	0.0	2	-27	0	-5	6	-2	-3
COc1ccccc1NC(=O)N1CC(=O)N2[C@H](C1)[C@H](c1ccc(C#CC(C)C)cc1)[C@@H]2CO	0.1	·	-1	-3	0	2	·	0
CCOc1cc(C(=O)NC(=S)Nn2cnnc2)cc(OCC)c1OCC	0.1	·	2	7	1	-6	·	-4
CCC1CCCCN1C(=S)NN=C(C)c1ccccn1 (stereo unspecified)	-0.2	·	·	15	-2	-5	·	·
Cc1nnc(NC(=O)CN2CCN(Cc3ccccc3)CC2)s1	0.1	-2	21	-11	4	-3	-4	-2
CSCCC(NC(=O)c1ccccc1Cl)C(=O)NCCOc1ccc(C)cc1 (stereo unspecified)	0.2	0	1	-7	-1	-3	8	·
O=C(COC(=O)CCCCCN=C1NS(=O)(=O)c2ccccc21)Nc1ccc(Cl)c(Cl)c1	0.0	·	·	-7	7	-3	·	2
CC(=O)NC(CCS(C)(=O)=O)C(=O)Nc1cccc(C)c1C (stereo unspecified)	-0.1	2	·	0	-1	9	2	-5
CCCCCn1c(=O)c(C(=O)c2ccccc2)nc2ccccc21	·	2	-10	-8	3	-1	121*	0
Cc1cc(C)c(C(=O)COC(=O)C2CCN(c3ccc(C(F)(F)F)cn3)CC2)cc1C	0.0	3	7	21	-1	-2	22	0
C[C@@H]1CN([C@@H](C)CO)C(=O)c2cc(NC(=O)Nc3ccccc3)ccc2O[C@H]1CN(C)Cc1ccc(C(=O)O)cc1	0.0	-2	8	3	-1	-4	-25	-3
COc1cc(OC)cc(C2=NC3(CCC(C)CC3)NC2=S)c1 (stereo unspecified)	-0.2	14	2	1	-1	-1	·	-2
C/C(CC(=O)Nc1c(Cl)cccc1C(F)(F)F)=N\NC(=O)c1cnccn1	0.0	-1	5	4	-3	0	-8	·
COc1ccc(C(=O)Nn2cnnc2)cc1OC	0.2	·	·	1	2	-3	·	-2
CO[C@H]1CN(C)C(=O)c2ccc(NC(=O)Nc3cccc(F)c3)cc2OC[C@H](C)NC[C@@H]1C	0.0	·	-5	-5	-4	-3	·	-1
CC(C)(C)c1ccc(C(=O)N2CCN(CCNC(=O)C(=O)Nc3ccc(F)cc3)CC2)cc1	0.1	2	0	-2	2	46	·	-5

Only part of the results is shown; the hit share may differ from the screen's.
